# sEH act: soluble epoxide hydrolase (human) activation; P34913; purified human sEH enzymatic activity, activator screen; activation, % at 2 µM; 0.04% of 91,000 active; AID 717; in the data active = activation above about 37%; note: values of inactives mirror those of a sister screen read the other way
# S1P2 antag: blocks the human S1P2 receptor; O95136; AID 736; inhibition, % at 5 µM; cell-based S1P2 antagonist assay, inhibition at 5 uM; 0.21% of 97,000 active; in the data active = inhibition above about 45%;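 note: CRE beta-lactamase reporter cells expressing human S1P2 stimulated with S1P; 0% = agonist at EC80 alone and 100% = agonist plus reference antagonist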
# Target sequence (O95136 whole entry, looked up): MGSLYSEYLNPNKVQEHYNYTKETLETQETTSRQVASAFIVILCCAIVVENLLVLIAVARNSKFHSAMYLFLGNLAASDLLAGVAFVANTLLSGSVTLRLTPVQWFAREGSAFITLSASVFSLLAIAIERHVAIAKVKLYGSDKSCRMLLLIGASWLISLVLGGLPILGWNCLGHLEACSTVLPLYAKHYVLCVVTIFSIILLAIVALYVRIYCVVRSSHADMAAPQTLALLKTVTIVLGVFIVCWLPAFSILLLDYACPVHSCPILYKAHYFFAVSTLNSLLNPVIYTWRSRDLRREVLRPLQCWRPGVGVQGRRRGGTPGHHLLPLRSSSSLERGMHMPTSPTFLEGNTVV
# hDAT+cocaine: human DAT dopamine uptake with cocaine, either direction. Q01959. LLC-PK1 hDAT cells, [14C]-dopamine uptake with cocaine IC80; actives deviate in either direction. B-score at 10 µM. 1.3% of 110,000 active. AID 449768;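 active = Z score or B-score, a plate-position-corrected score, falls beyond the plate's 99.7% confidence bounds, in either direction; inactive = both scores lie inside the 99.7% bounds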;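 note: scored against the spread of the other compound wells on the same plate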
# PostGolgi ctrl: inhibits growth of the yeast control strain. efflux-deficient yeast background strain, growth absorbance A615, 16 h. 5% of 98,000 active. inhibition, % at 10 µM
# sEH inh: blocks human soluble epoxide hydrolase activity | P34913 | recombinant human sEH enzymatic activity assay | inhibition, % at 2 µM | 0.34% of 91,000 active | AID 707; in the data active = inhibition above about 80%; note: values of inactives mirror those of a sister screen read the other way; many of its hits are not listed in these tables
# CYP2C19 activ: cytochrome P450 2C19 (human) activation. activation factor at 5 µM. 96,000 tested, under 10 active. recombinant CYP2C19, luciferin-H EGE luminescence; active compounds read high; 0 = fully inhibited enzyme, 1 = untreated enzyme;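 active = activation factor of at least 2 at 5 µM in the primary screen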;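 note: 0 = wells with 2.5 mM tranylcypromine and 1 = vehicle-only wells; values of inactives mirror those of a sister screen read the other way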
# Target sequence (P33261 whole entry, looked up): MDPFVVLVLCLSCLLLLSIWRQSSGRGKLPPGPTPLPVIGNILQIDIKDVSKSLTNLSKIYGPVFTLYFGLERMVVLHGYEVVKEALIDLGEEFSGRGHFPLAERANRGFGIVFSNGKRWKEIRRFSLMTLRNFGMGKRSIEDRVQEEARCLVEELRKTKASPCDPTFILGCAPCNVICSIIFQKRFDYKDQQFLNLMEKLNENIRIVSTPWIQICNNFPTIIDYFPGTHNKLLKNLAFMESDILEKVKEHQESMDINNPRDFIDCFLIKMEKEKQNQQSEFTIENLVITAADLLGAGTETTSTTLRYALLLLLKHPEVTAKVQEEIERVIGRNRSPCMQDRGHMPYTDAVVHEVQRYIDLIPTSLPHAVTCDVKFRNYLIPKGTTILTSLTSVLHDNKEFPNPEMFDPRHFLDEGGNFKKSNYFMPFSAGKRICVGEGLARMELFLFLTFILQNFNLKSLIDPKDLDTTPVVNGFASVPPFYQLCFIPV
# S1P2 ag: agonists of human S1P2 receptor | O95136 | S1P2-expressing cell line, agonist reporter read-out | activation, % at 4.5 µM | 0.46% of 97,000 active | AID 729; in the data active = activation above about 16%;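 note: 0% = vehicle low control and 100% = maximal reference agonist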
# PostGolgi yeast: growth inhibition of a yeast mutant, post-Golgi transport screen; post-Golgi transport phenotypic cell assay; inhibition, % at 10 µM; 0.9% of 98,000 active;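 note: yeast cells grown in 1536-well plates; yeast grown about 18 h at 30C before absorbance read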
# CYP2C19 inhib: inhibitors of human CYP2C19. 21% of 96,000 active. P33261. AID 778. inhibition, % at 5 µM. CYP2C19 Supersomes, luciferin-H EGE luminescence, 30 min;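 active = CYP2C19 inhibition above a set limit at 5 µM in the primary screen, cut at about 50% in these data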;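 note: plate controls were negative control wells for no effect and 2.5 mM tranylcypromine positive control for full effect; values of inactives mirror those of a sister screen read the other way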
# * hit, by the source's call; . = no result given. Cut-off read from the data, not from the text of the source, unless noted: active = inhibition above about 30%; inactive = the rest.
SMILES,sEH act,S1P2 antag,hDAT+cocaine,PostGolgi ctrl,sEH inh,CYP2C19 activ,S1P2 ag,PostGolgi yeast,CYP2C19 inhib
CN(C)S(=O)(=O)c1ccc2[nH]cc(/C=C/c3nc4ccccc4c(=O)n3-c3ccccc3)c2c1,6,-3,0.74,2,-5,0.3,-1,5,70*
COc1ccc(CCNC(=O)c2sc(=S)n(C)c2N)cc1,-11,4,-0.85,-1,13,0.6,-4,-8,42
CCC(C)NS(=O)(=O)c1ccc(NS(C)(=O)=O)cc1 (centres undefined),10,-22,-0.062,19,-7,1,-7,48*,1
COc1cccc(NC(=O)c2ccc3c(c2)N(CC(=O)N2CCCCC2)C(=O)C(C)(C)O3)c1,-8,21,3.1*,-6,9,0.9,-8,-2,12
COc1ccc(-n2cnnc2SCc2csc(-c3ccccc3)n2)cc1,.,.,1.3,3,.,0.3,.,-2,75*
O=C(Nc1ccccc1C(=O)O)c1ccc2ccccc2n1,-1,14,0.59,-2,1,1,-3,9,-3
COc1ccc(OC)c(NC(=O)CN2C(=O)NC3(CCOc4ccccc43)C2=O)c1 (centres undefined),5,-4,1.2,0,-2,0.4,-8,15,57*
COc1ccc(CNC(=O)c2c(N)n(CCCN3CCOCC3)c3nc4ccccc4nc23)cc1,10,-73,1.5,20,-14,0.3,39*,7,75*
COC(=O)CNc1c(-c2ccccn2)nc2ccc(Br)cn12,-3,20,-7.2*,10,1,0.8,-6,-4,18
CC(=O)C1=C(O)C(=O)N(Cc2cccnc2)C1c1ccc(Cl)cc1 (centres undefined),10,3,-0.73,.,-9,.,0,.,.
Nc1ccc(Oc2ccc([N+](=O)[O-])cc2[N+](=O)[O-])cc1,-2,-19,1.2,3,4,0.7,-2,-3,26
COc1ccccc1CNC(=O)C(=O)NCC1CCCO1 (centres undefined),-2,-1,-0.73,.,5,.,-6,.,.
O=C(NCc1nc2ccccc2[nH]1)c1ccc(Cl)c(S(=O)(=O)N2CCCC2)c1,-10,14,0.52,3,8,0.3,0,-1,65*
COCCn1c(=S)[nH]c2cc(C(=O)N3CCC(C(N)=O)(N4CCCCC4)CC3)ccc2c1=O,19,12,1.7,7,-23,0.9,-1,1,12
CCCSC(=O)N(CC)CC(=O)Nc1c(CC)cccc1CC,11,5,-1.1,21,-8,0.3,-2,-4,66*
O=C(NC1CCCCC1)NC1(C(=O)NCCCN2CCOCC2)CCCCC1,3,19,1.5,11,-6,0.9,-7,7,8
CC1CC2(NC(=O)NC2=O)C(C)CN1C (centres undefined),12,-10,0.14,.,-7,.,-7,.,.
CC(=O)Nc1ccc(S(=O)(=O)NNC(=O)COc2cc(C)ccc2C(C)C)cc1,1,2,-0.09,-1,1,0.8,4,7,18
OCCN(C=NC1=NN(c2cccc(C(F)(F)F)c2)CC1)CCO,4,-3,0.77,-2,2,0.7,-5,-13,26
Cc1nc2c(-c3ccccc3)c(C)nn2c(C)c1CCC(=O)O,0,0,0.36,9,0,0.7,0,-2,27
CCC(C)C(NC(=O)c1ccccc1NC(=O)c1ccco1)C(=O)NC1CCCCC1 (centres undefined),.,.,-0.058,21,.,0.8,.,2,17
CC(NC(=O)C1C(=O)N(CCO)C2(C)CC1c1ccccc1O2)c1ccccc1 (centres undefined),-19,-4,0.4,-6,18,0.9,-10,2,8
Cc1nn(CCC(=O)NNC(=S)Nc2cccc(Cl)c2)c(C)c1[N+](=O)[O-],-8,5,0.011,.,10,.,-3,.,.
Cc1ccc(-c2nnc(SCC(=O)Nc3ccc(S(=O)(=O)N4CCCCCC4)cc3)o2)cc1,-17,-2,0.71,3,16,0.9,-5,-6,8
COC(=O)Cn1nnc(-c2cccc(OC)c2)n1,-7,-13,0.027,20,7,0.9,-10,5,10

# (list continues)
SMILES,sEH act,S1P2 antag,hDAT+cocaine,PostGolgi ctrl,sEH inh,CYP2C19 activ,S1P2 ag,PostGolgi yeast,CYP2C19 inhib
COc1ccsc1C(=O)N1CCN(Cc2ccc3c(c2)OCO3)CC1,-10,-7,-0.44,7,8,0.1,-3,-3,85*
CS(=O)(=O)c1ccccc1-c1nc(-c2ccc(C(F)(F)F)cc2)no1,0,10,-0.57,31*,1,1,-4,-12,5
CCc1cccc(NC(=O)CN(C)S(=O)(=O)c2cnc[nH]2)c1,-2,3,0.33,6,3,0,-6,-2,95*
Cc1ccccc1C(=O)Nc1ccccc1C(=O)N/N=C\c1ccco1,-2,12,0.25,10,3,1.1,-10,1,-8
CCOC(=O)Cc1c(C)c2c(C)nn(-c3ccccc3)c2oc1=O,-8,-18,-1.8,19,11,0.9,2,-1,11
CCCNC(=O)c1cc2c3ccccc3n(C)c2s1,.,18,0.21,-3,.,0.7,-6,-2,27
Cc1cccc2cc(CN(Cc3ccccc3)C(=O)N(C)C)c(=O)[nH]c12,13,12,-1.2,8,-11,0.6,-3,4,45
CSc1nsc(SCC(=O)Nc2cccc(C(C)=O)c2)n1,-16,3,-0.034,1,15,0.7,-7,20,32
O=C(NC(NC(=S)Nc1ccc(Cl)c(Cl)c1)C(Cl)(Cl)Cl)c1ccco1 (centres undefined),12,24,-3.8*,8,-15,0.3,-8,-2,72*
COc1ccc(NC(=O)COc2ccc(CNCCCN3CCOCC3)cc2OC)cc1,-13,21,-2.1,6,15,1,-2,-5,-2
COc1ccc(OC)c(C2=NOC(C(=O)Nc3cc(C)nn3-c3ccccc3)C2)c1 (centres undefined),.,.,0.3,41*,.,0.6,.,-3,43
Cc1oc(=O)c(NC(=O)c2ccccc2)cc1C(=O)c1ccccc1,-2,28,-0.65,9,7,0.7,-9,-6,35
COc1ccc(/C(C)=C2/SC(=S)N(CCC(=O)O)C2=O)cc1,8,-6,-0.76,3,-6,1,-2,-9,5
Cc1ccc(-n2nnnc2SCC(=O)NNC(=O)c2ccco2)c(C)c1,0,-9,-1.5,5,3,0.6,-2,3,37
O=C(CC1(O)C(=O)N(Cc2ccc3c(c2)OCO3)c2ccccc21)c1ccccc1 (centres undefined),5,9,1.5,5,-2,0.5,-9,4,48
CCC(=O)n1nc(NCc2ccc(OC)c(OC)c2)nc1NCc1ccc(OC)c(OC)c1,-3,-28,.,3,3,0.8,4,16,18
CC(C)CC(c1nnnn1Cc1ccco1)N1CCN(c2cccc(Cl)c2)CC1 (centres undefined),10,18,-0.54,40*,-12,0.9,-4,-8,14
CCC(=Nc1ccc(Cc2ccncc2)cc1)c1c(O)n(C)c(=O)n(C)c1=O,3,20,.,23,-2,0,-4,5,96*
Cc1nc(SCc2nc3ccccc3[nH]2)c2oc3ccccc3c2n1,-9,-35,3,38*,9,0.7,23*,4,32
COCC(=O)Nc1ccc(S(=O)(=O)NCCc2ccccc2)cc1,5,-16,-0.016,6,-2,0,-3,1,95*
C=CCn1c(SCC(N)=O)nc(C)cc1=O,7,12,0.21,4,-4,1,-3,-2,-3
COc1cc(/C=C(\C#N)C(=O)Nc2ccc(SC(F)F)cc2)cc(OC)c1OC,-10,6,-0.17,6,11,0.6,-7,4,37
O=C(c1cc(-c2cccc(O)c2)on1)N1CCCCC1,.,.,1.2,-1,.,0.5,.,1,51*
CCc1nnc(NC(=O)c2cccnc2)s1,-1,-10,-1,16,-5,1.1,-6,3,-9
N#Cc1c(NC(=O)CSc2nc(N)cc(=O)[nH]2)sc2c1CCCCCC2,2,14,-0.63,-2,-2,0.4,-4,-2,58*

# Next section, overlapping the part above by 3 compounds.
SMILES,sEH act,S1P2 antag,hDAT+cocaine,PostGolgi ctrl,sEH inh,CYP2C19 activ,S1P2 ag,PostGolgi yeast,CYP2C19 inhib
O=C(c1cc(-c2cccc(O)c2)on1)N1CCCCC1,.,.,1.2,-1,.,0.5,.,1,51*
CCc1nnc(NC(=O)c2cccnc2)s1,-1,-10,-1,16,-5,1.1,-6,3,-9
N#Cc1c(NC(=O)CSc2nc(N)cc(=O)[nH]2)sc2c1CCCCCC2,2,14,-0.63,-2,-2,0.4,-4,-2,58*
COc1ccc(-c2cc(C(=O)OCC(=O)N(C)C)c3ccccc3n2)cc1,.,10,0.37,9,.,0.1,-6,-23,88*
CCCCCCCCC(=O)N/N=C(\C)c1cccnc1,-6,2,-0.38,.,8,.,-6,.,.
COc1ccc(-c2nnc(SCC(=O)N3CCCc4ccccc43)o2)cc1OC,13,28,-0.41,25,-13,.,1,-11,.
Cc1ccc(C(C(=O)NC(C)(C)C)N(C(=O)c2csnn2)c2ccccc2F)o1 (centres undefined),0,4,-0.79,6,0,0.9,-3,-10,7
COC(=O)n1ccc(C(=O)Nc2ccccc2F)n1,10,-2,-2.2,4,-7,1,-11,0,4
COc1ccc(OC)c(C(O)c2coc3ccc(O)c(CN4CCOCC4)c23)c1 (centres undefined),.,.,-0.47,1,.,0.4,.,-3,58*
COc1ccc(CC(=O)OC(C)CN2CCCC2)cc1 (centres undefined),-6,0,0.89,-8,6,0.9,-6,0,8
O=C(NC(=S)Nc1cc(C(F)(F)F)ccc1Cl)c1ccccc1,17,8,-0.15,8,-19,0.6,-5,0,39
C=CCn1c(SCc2ccccc2)nc2scc(-c3ccc(C)o3)c2c1=O,7,-9,0.43,3,-4,0.9,-5,-24,12
CCOC(=O)N1CCC(NC(=O)C2=C(C)C(=O)OC23CCC(C)CC3)CC1 (centres undefined),-1,-6,0.024,12,0,.,-7,3,.
Cn1c(CCNC(=O)c2ccco2)nc2cc(NS(=O)(=O)c3ccccc3)ccc21,2,19,-0.63,0,0,0.7,-8,-6,31
COc1ccc(C2C(C(C)=O)=C(C)N=c3s/c(=C/c4ccc5c(c4)OCO5)c(=O)n32)cc1 (centres undefined),5,-22,-0.83,14,-4,0.9,-3,-2,8
CCOC(=O)N1CCN(C(=O)c2ccc3c(=O)n(CCc4ccccc4)c(=O)[nH]c3c2)CC1,-4,12,-0.15,-2,4,0.5,-6,10,49
Cc1cc(Nc2ccccc2)n(C(=O)c2ccccc2)n1,-7,3,.,11,3,1.1,-3,-2,-7
CSc1nnc2c(n1)OC(c1cccn1C)N(C(C)=O)c1ccccc1-2 (centres undefined),-11,2,-0.76,16,10,1.1,-4,-1,-9

# Some entries already given, showing only CYP2C19 activ and PostGolgi yeast.
Molecule | CYP2C19 activ | PostGolgi yeast
Cc1ccc(-n2nnnc2SCC(=O)NNC(=O)c2ccco2)c(C)c1 | 0.6 | 3
O=C(CC1(O)C(=O)N(Cc2ccc3c(c2)OCO3)c2ccccc21)c1ccccc1 (centres undefined) | 0.5 | 4
CCC(=O)n1nc(NCc2ccc(OC)c(OC)c2)nc1NCc1ccc(OC)c(OC)c1 | 0.8 | 16

# Entries above that have a nitro group on carbon:
SMILES,sEH act,S1P2 antag,hDAT+cocaine,PostGolgi ctrl,sEH inh,CYP2C19 activ,S1P2 ag,PostGolgi yeast,CYP2C19 inhib
Nc1ccc(Oc2ccc([N+](=O)[O-])cc2[N+](=O)[O-])cc1,-2,-19,1.2,3,4,0.7,-2,-3,26
Cc1nn(CCC(=O)NNC(=S)Nc2cccc(Cl)c2)c(C)c1[N+](=O)[O-],-8,5,0.011,.,10,.,-3,.,.

# PostGolgi ctrl: entries above that show a hit.
Molecule,sEH act,S1P2 antag,hDAT+cocaine,PostGolgi ctrl,sEH inh,CYP2C19 activ,S1P2 ag,CYP2C19 inhib
CS(=O)(=O)c1ccccc1-c1nc(-c2ccc(C(F)(F)F)cc2)no1,0,10,-0.57,31*,1,1,-4,5
COc1ccc(OC)c(C2=NOC(C(=O)Nc3cc(C)nn3-c3ccccc3)C2)c1 (centres undefined),.,.,0.3,41*,.,0.6,.,43
CC(C)CC(c1nnnn1Cc1ccco1)N1CCN(c2cccc(Cl)c2)CC1 (centres undefined),10,18,-0.54,40*,-12,0.9,-4,14
Cc1nc(SCc2nc3ccccc3[nH]2)c2oc3ccccc3c2n1,-9,-35,3,38*,9,0.7,23*,32

# Assay outcomes as filed in PubChem.
